# Screening data as filed in PubChem.
# PDI inh = PDI (human) enzyme inhibition. P07237. PDI insulin aggregation turbidity, A650, 90 min. inhibition, % at 10 µM. actives 0.052% (n = 350,000);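 active means mean inhibition across replicates of 30% or more, whatever share of single replicates reach that level; inconclusive means mean inhibition below 30% while every single replicate reaches 30%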;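 further: absorbance from insulin aggregation driven by PDI reduction with DTT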
# Target sequence (P07237 whole entry, looked up): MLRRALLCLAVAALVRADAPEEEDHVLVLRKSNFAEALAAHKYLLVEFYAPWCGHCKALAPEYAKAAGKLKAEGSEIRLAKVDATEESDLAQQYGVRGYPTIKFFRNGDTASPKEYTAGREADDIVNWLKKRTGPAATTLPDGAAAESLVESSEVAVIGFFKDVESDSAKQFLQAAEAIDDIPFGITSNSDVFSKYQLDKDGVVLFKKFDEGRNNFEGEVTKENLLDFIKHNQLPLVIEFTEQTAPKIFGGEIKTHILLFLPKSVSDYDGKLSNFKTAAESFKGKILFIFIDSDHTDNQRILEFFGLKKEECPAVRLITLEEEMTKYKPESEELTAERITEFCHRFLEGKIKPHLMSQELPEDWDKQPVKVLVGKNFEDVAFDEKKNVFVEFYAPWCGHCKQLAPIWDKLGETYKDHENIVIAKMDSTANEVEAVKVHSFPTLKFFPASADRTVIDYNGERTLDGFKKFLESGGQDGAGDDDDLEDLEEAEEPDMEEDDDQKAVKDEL
# N-glyco inh = N-linked glycosylation inhibition | reporter increase, % at 12.5 µM | D54 ERlucT glycosylation luciferase reporter, 24 h; percent of 100 nM tunicamycin response | actives 0.23% (n = 360,000);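 active means mean luciferase reporter signal, scaled so untreated is 0 and the glycosylation-blocking control 100, at or above a set limit in every replicate; inconclusive means mean reaches the limit but not every replicate does; inactive means mean below the limit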;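 further: luciferase carries N-glycosylation sites so blocking glycosylation raises the light; 0% = median of neutral control wells and 100% = median of 100 nM tunicamycin wells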
# HTR2A ag = mouse HTR2A agonism via beta-arrestin recruitment | activation, % at 7.6 µM | AID 624169 | actives 0.66% (n = 360,000) | CHO-K1 mHTR2A beta-arrestin complementation, luminescence; percent of 30 µM serotonin response;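 active means activation above a run cutoff, the mean activation of all tested compounds plus 3 SD, cut at about 14% in these data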;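 further: 0% = plate median of compound wells and 100% = 30 µM serotonin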
# Target sequence (P35363 whole entry, looked up): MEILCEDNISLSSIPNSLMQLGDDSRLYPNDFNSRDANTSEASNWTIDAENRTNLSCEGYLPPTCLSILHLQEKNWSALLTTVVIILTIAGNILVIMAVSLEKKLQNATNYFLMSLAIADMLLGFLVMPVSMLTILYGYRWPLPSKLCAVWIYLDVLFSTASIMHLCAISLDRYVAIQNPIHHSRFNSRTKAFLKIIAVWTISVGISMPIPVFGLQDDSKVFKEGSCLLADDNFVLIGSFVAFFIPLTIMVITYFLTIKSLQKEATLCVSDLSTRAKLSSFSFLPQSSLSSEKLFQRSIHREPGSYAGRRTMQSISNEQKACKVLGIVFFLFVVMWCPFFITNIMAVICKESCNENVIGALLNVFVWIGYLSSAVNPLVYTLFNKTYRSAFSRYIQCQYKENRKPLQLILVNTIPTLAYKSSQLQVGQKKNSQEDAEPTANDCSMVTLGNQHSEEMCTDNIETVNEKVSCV
# MC4R antagonist = antagonists of human melanocortin 4 receptor (MC4R); P32245; MC4R-expressing cells, MTII-stimulated cAMP, LANCE TR-FRET; inhibition, % at 6.5 µM; actives 0.48% (n = 360,000); AID 540295;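 active means inhibition above its plate's cutoff, the mean of tested wells on that plate plus 3 SD, cut at about 29% in these data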;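 further: 0% = Melanotan II alone and 100% = Melanotan II plus saturating MCL0020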
#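 Assay system: human MC4R-expressing U2OS cells; reagent: Melanotan II stimulation of cells; dosing: 6.5 µM single dose; timing: compound 30 min, challenge 1 h, detection 1 h; signal: TR-FRET cAMP assay; replicates: one well per compound, no replicates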
# ABCB6 inh 2 = blocks the human ABCB6 transporter. K562-ABCB6 porphyrin accumulation, flow cytometry, 1 h; active compounds read low. fluorescence ratio to DMSO, % at 10 µM. actives 0.19% (n = 360,000);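 active means fluorescence ratio to DMSO below 75%, the collection mean minus 3 SD; inconclusive means too few cells collected in the well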;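 further: signal is porphyrin accumulated inside mitochondria; 100% equals median channel fluorescence of DMSO control wells; lower ratio means ABCB6 inhibition with less porphyrin fluorescence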
# Vif inh = HIV Vif inhibition | actives 0.35% (n = 340,000) | inhibition, % at 7.49 µM | HEK293T cells, Vif self-association by quenched fluorescence, imaging, 24 h; in the data active means inhibition above about 50%, passing the limit was not always enough; inconclusive means no clear call, values can overlap the other calls; inactive means below about 31%; further: some results filed as inactive read as strong as hits
# H9c2 protect = protects H9c2 cardiomyocytes from peroxide injury; H2O2 injury protection, ATPLite, 2 h; actives 0.63% (n = 360,000); protection from H2O2 cell death, % at 20 µM;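 active means compounds giving at least 50% protection of heart cells from peroxide-induced death in the single-dose screen, raw or plate-pattern-corrected value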;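 further: 0% = DMSO wells with peroxide and 100% = DMSO wells without peroxide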
# MC4R ag barr = activates human MC4R beta-arrestin recruitment | P32245 | U2OS MC4R beta-arrestin complementation, luminescence; percent of melanotan II response, DMSO zero | activation, % at 8.9 µM | actives 0.98% (n = 360,000);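 active means activation above a per-plate cutoff, the mean activation of sample wells on that plate plus 3 SD, cut at about 8% in these data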
# aDG glyco act = alpha-DG glycosylation activation. Pro5-aDG cells, alpha-DG glycosylation AlphaScreen (IIH6); 0% Pro5, 100% B10-LARGE cell signal. activation, % at 10 µM. actives 0.22% (n = 360,000). AID 624168;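 active means activation of at least 8% versus controls, or a plate z-score of at least 8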;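 further: Pro5 are CHO cells carrying HIG-tagged alpha-DG that lacks glycosylation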
# CaV13 ICDI inh = Disruptors of the CACNA1D IQ motif to Ca2+-dependent inactivation inhibitor domain association, primary screening, Förster resonance energy transfer in intact living …. actives 0.098% (n = 340,000). inhibition, % at 12.3 µM. HEK cells, CFP/YFP FRET ICDI-IQ, plate reader, 10 min; percent FRET-ratio fall versus neutral wells;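 active means mean replicate inhibition of at least 30% and at least 1% of replicates passing that level; inconclusive means only one of the two criteria is met; inactive means neither criterion is met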;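 further: 0% = median of the neutral control wells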
# * = called active by the depositor; ? = inconclusive; · = no result given. No enrichment for hits. About 3.6% of those tested had a hit in this group.
SMILES,PDI inh,N-glyco inh,HTR2A ag,MC4R antagonist,ABCB6 inh 2,Vif inh,H9c2 protect,MC4R ag barr,aDG glyco act,CaV13 ICDI inh
COc1ccc(OC)c(NC(=O)CSc2ccc3nnc(-c4ccccn4)n3n2)c1,1,5,-8,11,98,-11,0,-3.4,-0.4,-5
Cc1nn(C)c(Cl)c1CN1CCC(CO)(CCOc2ccccc2)CC1,-3,-1,-1,2,104,-5,-5,2.4,0.1,2
O=C(O)Cc1ccc2oc(-c3cccnc3)nc2c1,6,4,1,19,95,-7,2,0.0,0.3,4
CCOC(=O)Cc1c(C)nc2cc(-c3ccc(Cl)cc3)[nH]n2c1=O,17,0,1,5,99,-5,-4,0.4,-0.3,-4
CCN(CC(=O)Nc1ccccc1C(F)(F)F)C(=O)Cc1ccc2c(c1)CCC2,-1,-4,-8,1,102,1,-6,1.1,0.0,-3
COc1cccc(C(=O)COc2cccc(NC(=O)c3ccco3)c2)c1,0,-1,5,-5,99,6,8,-0.2,0.1,4
COc1ccc2nc(NCc3ccccc3)[nH]c2c1,-1,15,8,-6,96,4,-1,0.7,-0.2,-5
CC1CCN(CC(=O)Nc2nccs2)CC1,0,2,2,1,100,51*,0,0.3,0.1,-5
O=C(NC1CC1)C1CCN(C2CCN(Cc3ccccc3C(F)(F)F)CC2)CC1,5,-1,-8,5,108,4,6,-2.4,0.0,-15
Cc1ccccc1CN1CCN(C(=O)c2ccc(S(=O)(=O)NCc3ccco3)cc2)CC1,3,7,-2,9,96,26,-5,-0.1,0.0,-15
Brc1ccc(OCCOCCOc2cccc3cccnc23)cc1,-2,-2,1,8,91,4,-5,-0.8,0.4,-3
Cc1cc(-c2n[nH]c(=S)n2/N=C/c2cccc(O)c2)n[nH]1,13,3,-2,-3,91,-5,-1,-3.5,-0.2,-2
COCCn1nnnc1C(c1ccc(OC)c(OC)c1)N1CCN(c2nc3ccccc3s2)CC1 (centres undefined),9,-3,-6,6,97,4,6,-1.8,1.2,-1
COc1ccc(C2(c3ccc(OC)cc3)NC(=O)NC2=O)cc1,-4,2,3,3,98,1,1,-2.0,0.0,-3
COc1ccc(NC(=O)NCc2ccco2)c(OC)c1,-1,3,2,33*,97,1,-1,-1.1,-0.1,1
COc1cc(NC(=O)c2ccccc2-n2cnnn2)cc(OC)c1,-1,2,2,0,102,-3,-2,-2.5,-0.2,-2
OC(c1ccccn1)C(O)c1ccccn1 (centres undefined),5,0,-1,2,98,11,0,-1.9,-0.1,-5
O=C(NOCc1ccccc1)c1cccc([N+](=O)[O-])c1,-1,0,-1,-4,105,1,-3,0.7,-0.3,-6
CC(C)(C)OC(=O)C[C@H]1C/C=C\C[C@@H](CC(=O)NCCO)C(=O)NC[C@@H](c2ccccc2)OC1=O,-2,1,5,7,96,-4,6,-1.8,-0.1,-10
O=C(NCCc1nnc2ccc(NCc3ccc(F)cc3)nn12)c1ccccc1,1,1,6,6,96,19,18,0.3,0.1,-1
Cc1cccc(CNC(=O)c2ccc3nc(Cc4ccccc4F)oc3c2)n1,9,-5,-1,-1,97,·,-1,-3.8,-0.1,·
O=C(CCc1ccccc1)NC(=S)Nc1ccccc1Br,-12,-2,-3,7,93,-4,-12,0.6,0.2,-4
COc1cc(C(CCN2CCCC2)c2c(OC)cc(OC)c3ccc(=O)oc23)cc(OC)c1OC (centres undefined),9,2,-6,5,95,-4,10,0.4,-0.1,-13
CC(C)N(C(=O)c1ccc(C(=O)Nc2ccc([N+](=O)[O-])cc2)cc1)C(C)C,-6,0,2,9,97,5,-2,-1.3,-0.4,·
Cc1[nH][nH]c(=O)c1N=Nc1ccccc1Cl,4,2,1,-6,100,7,-15,0.3,-0.2,5
N#C/C(=C/c1ccc(-c2ccc(S(=O)(=O)N3CCOCC3)cc2)o1)C(=O)NC1CC1,-5,-1,-2,-3,93,-2,26,-3.1,-0.2,-8
COc1ccc(C(C(=O)NC2CCCCC2)N(Cc2cccs2)C(=O)Cc2c[nH]c3ccccc23)cc1OC (centres undefined),-5,-4,3,6,82,-8,52*,3.0,-0.1,-4
CC1CCCCN1C(=O)COC(=O)c1cccc(NS(=O)(=O)c2ccccc2)c1 (centres undefined),-3,-1,-3,8,98,-14,-3,-3.1,0.2,-4
C(#CCN1CCOCC1)COCCCOC(c1ccccc1)c1ccccc1,2,-1,-6,3,95,-8,2,0.2,0.1,-8
COc1ccc(S(=O)(=O)N2CCN(CC(=O)NCCc3cccs3)CC2)cc1,2,-1,-3,4,101,-3,-2,-1.5,0.0,-2

# Of the compounds above, 2 have a nitro group on carbon.
SMILES,PDI inh,N-glyco inh,HTR2A ag,MC4R antagonist,ABCB6 inh 2,Vif inh,H9c2 protect,MC4R ag barr,aDG glyco act,CaV13 ICDI inh
O=C(NOCc1ccccc1)c1cccc([N+](=O)[O-])c1,-1,0,-1,-4,105,1,-3,0.7,-0.3,-6
CC(C)N(C(=O)c1ccc(C(=O)Nc2ccc([N+](=O)[O-])cc2)cc1)C(C)C,-6,0,2,9,97,5,-2,-1.3,-0.4,·

# Continuation.
SMILES,PDI inh,N-glyco inh,HTR2A ag,MC4R antagonist,ABCB6 inh 2,Vif inh,H9c2 protect,MC4R ag barr,aDG glyco act,CaV13 ICDI inh
COc1ccc(OCC(=O)N2CCCC(Nc3ccc(C)c(C)c3)C2)cc1 (centres undefined),-13,0,-6,5,103,-1,1,0.7,0.3,-9
COC(=O)c1ccc(N2C(=O)CC(N3CCOCC3)C2=O)cc1 (centres undefined),8,1,-1,7,97,·,11,-2.0,-0.1,·
COC(=O)c1ccccc1NC(=O)C1CCN(C(=O)c2ccc(OC)cc2)CC1,-4,-1,1,13,102,7,9,-1.7,0.3,-5
CCCC1=Nc2cc(C(=O)NCCCN3CCN(C)CC3)ccc2Sc2ccccc21,14,-2,-8,2,97,-9,2,-0.6,3.5,-5
CCC(NC(=O)OC(C)(C)C)C(=O)Oc1ccc2c3c(c(=O)oc2c1)CCC3 (centres undefined),-9,-2,0,-11,89,26,11,1.5,0.0,-5
CNC(=O)c1[nH]cnc1C(=O)N[C@@H](C)C(=O)OCc1ccccc1,-1,0,3,5,101,-7,22,0.3,-0.3,-5
N#Cc1ccc(C(=O)Nc2cccc3ccccc23)c(F)c1,-2,1,-1,5,97,-2,-6,-1.5,0.0,-21
COC(=O)c1ccc(C(=O)OC)c(NC(=O)Nc2ccc3c(c2)OCO3)c1,-11,·,1,0,91,·,-2,1.9,0.0,-6
O=C(NCCOc1ccccc1F)c1ccccc1SCc1ccc(F)cc1,6,-2,-5,6,102,-7,-3,0.6,0.3,-2
Cc1ccc(-c2nc3ccsc3c(=O)o2)cc1,5,1,8,5,95,13,-10,2.5,-0.2,-2
O=C(NCCCN1CCCC1=O)c1ccc(OC(F)(F)F)cc1,-6,0,8,-10,88,-2,-7,2.0,0.6,-4
CCN(CC)S(=O)(=O)c1cc(OC)c(Cl)cc1Cl,-6,-2,3,4,98,·,-4,-0.6,0.0,-8
CCCNC1(C(N)=O)CCN(Cc2ccccc2)CC1,-8,1,2,-10,103,-1,5,0.7,2.3,-12
N#Cc1nc(-c2cccc3ccccc23)oc1N,1,3,-5,9,100,-2,-3,-1.1,-0.2,-5
Nc1nnc(SCc2ccccc2F)s1,2,2,2,22,97,-3,2,-0.8,-0.2,5
Cc1ccc(S(=O)(=O)N2CCN(Cc3cc(=O)n4ccccc4n3)CC2)cc1C,21,-5,9,-4,92,27,41,1.0,0.0,-6
Nc1cccc2nc3ccccc3cc12,-5,?,-8,-5,99,-5,-3,0.5,-0.2,·
COc1cccc(NC(=O)NNC(=O)COc2ccc3ccccc3c2)c1,1,-1,2,-6,92,3,7,0.0,0.0,·
Cc1ccccc1-c1csc(C(C)(O)c2cccnc2)n1 (centres undefined),2,1,-2,13,93,-5,-9,4.0,0.5,-5
CC(C)(CNC(=O)c1cccc(F)c1)CNC(=O)c1cccc(F)c1,5,-1,-5,12,101,-4,-4,-1.2,0.1,-5
O=C(COc1cc(Cl)ccc1Cl)Nc1ccc2[nH]c(=O)[nH]c2c1,4,0,0,1,91,-3,-3,12*,-0.2,-6
CCOC(=O)c1ccc(NC(=S)N2CCN(CCO)CC2)cc1,-1,2,5,1,98,-5,-1,-1.1,0.0,-3
Cc1ccc(-c2nc(CSCC(=O)NCCCN3CCOCC3)c(C)o2)cc1,-1,2,2,9,100,-6,2,1.0,0.2,-6
C=CCNC(=O)C1CC1(c1ccccc1)c1ccccc1 (centres undefined),4,-2,-2,-2,99,-3,-1,-0.1,0.1,-5
Cc1ccc(C(=O)OCC(=O)NCc2ccccc2)cc1S(=O)(=O)N1CCCCC1,-5,-1,0,1,96,-1,-5,-0.5,0.3,-5
N#CCOc1ccccc1CNC[C@H]1O[C@@H](n2cnc(C(N)=O)n2)[C@H](O)[C@@H]1O,6,1,0,-3,97,-4,2,-1.8,-0.2,-5
O=C(O)c1ccc(CSc2nnc(COc3ccccc3)o2)cc1,8,1,-7,10,94,-2,3,-1.1,0.4,-5
CCc1nc(N)c(C#N)c(-c2cccnc2)c1C,-2,-3,0,1,98,-6,-3,-2.5,-0.5,·
O=C(CS(=O)(=O)Cc1ccccc1)Nc1ccc2c(c1)OCO2,-2,1,1,1,98,1,4,0.6,0.0,4
CC(CN1CCN(C)CC1)OC(=O)c1ccc(F)cc1 (centres undefined),-2,1,-6,-3,93,-3,-3,-0.6,-0.1,-3
CC1S/C(=C(\C#N)C(N)=O)N(c2ccc(F)cc2)C1=O (centres undefined),1,-2,0,-2,85,7,2,-1.0,0.1,-3
Cc1cc(C(=O)N/N=C/c2cccc([N+](=O)[O-])c2)c2ccccc2n1,10,3,-1,-1,102,4,49,2.3,0.3,-5
Cc1[nH]nc(SCC(=O)N2CCCCCC2)c1[N+](=O)[O-],3,-4,0,1,95,-4,-1,-3.1,-0.1,-6
CCOC(=O)c1cnc(NCc2ccccc2)nc1C,15,0,3,-5,98,-3,-3,2.3,0.0,-6
CCCCN(C(=O)CSCC(=O)Nc1ccc(OC)cc1)c1c(N)n(Cc2ccccc2)c(=O)[nH]c1=O,-1,1,-6,5,99,-14,3,-1.9,0.1,-7
Cc1nc2nc[nH]n2c(=O)c1NS(C)(=O)=O,-22,2,3,1,99,6,7,0.6,0.2,-3
Cc1[nH]c2ccccc2c1CN1CCC(Cc2ccccc2)CC1,7,-9,0,-4,89,1,-9,3.0,-0.2,-3
CC(C)N(C(=O)COC(=O)c1cccc(N(C)C)c1)c1ccccc1,9,-6,-4,11,97,0,-1,-0.8,0.0,-4
Clc1ccccc1CSc1nnc(Cn2cnc3ccccc32)n1-c1ccccc1,1,-3,2,9,99,9,0,0.0,0.7,-2
CC(C)(C)C(=O)N1CCN(c2ccc([N+](=O)[O-])c(NCc3cccnc3)c2)CC1,-1,-1,0,-18,102,-4,2,-3.1,-0.6,-5
